Siah-1 displacement = Siah-1 peptide-binding antagonists, primary screen, biochemical, fluorescence polarization, rhodamine-plectin, uHTS (AID 1817). Siah-1 / rhodamine-plectin peptide fluorescence polarization; higher % means a stronger effect. displacement, % at 20 µM, or IC50 in µM where a hit was titrated. 290,000 compounds, 0.02% hits;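 active = displacement of at least 50% at 20 µM, with a fluorescence ratio check between 0.3 and a set limit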;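 also: plate controls were Siah plus tracer with DMSO for no effect and tracer alone without Siah for full effect; strong numbers were not always called active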
AID2073 = disruptors of CaV2.2 binding to Mint1 – biochemical, HTRF (AID 2073); HTRF protein-protein interaction, Mint1-CaV2.2; higher % means a stronger effect; inhibition, % at 20 µM; hits with a dose series show IC50 in µM; 290,000 compounds, 0.19% hits; in the data active = inhibition mostly above about 51%, no sharp cut-off; inconclusive = no clear call, values can overlap the other calls; inactive = mostly below about 53%; also: some results filed as inactive read as strong as hits
KOR beta-arrestin-1 = kappa opioid receptor blockers – cell-based, luminescence, uHTS (AID 1778) | inhibition, % at 10 µM; hits with a dose series show IC50 in µM | 290,000 compounds, 0.091% hits | KOR beta-arrestin recruitment, luminescence, antagonist mode; higher % means a stronger effect; in the data active = inhibition above about 50%; also: strong numbers were not always called active
HIV peptide binding = inhibitors of HIV fusion peptide binding, primary screen, biochemical, uHTS, fluorescence dequenching (AID 1986) | 290,000 compounds, 0.3% hits | cell-free peptide binding, fluorescence dequenching, 30 min; higher % means a stronger effect | one-dose inhibition, % at 20 µM; IC50 in µM for titrated hits; in the data active = inhibition mostly above about 52%, no sharp cut-off; inactive = mostly below about 76%; also: some results filed as inactive read as strong as hits
NOD1 inhibition = inhibition of NOD1-driven NF-kB reporter – cell-based, luminescence, uHTS, primary screen (AID 1578) | NOD1-driven NF-kB luciferase reporter cells, luminescence; higher % means a stronger effect | one-dose inhibition, % at 4 µM; EC50 in µM for titrated hits | 290,000 compounds, 1% hits; in the data active = inhibition mostly above about 36%, no sharp cut-off; inactive = mostly below about 34%;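 also: HEK-293T reporter cells stimulated with the NOD1 agonist gamma-tri-DAP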
GPR55 LPI antagonism = GPR55 antagonists blocking LPI-driven arrestin recruitment, primary screen, imaging, U2OS, beta-arrestin-GFP, LPI agonist (AID 2013); U2OS GPR55 beta-arrestin-GFP translocation imaging, LPI antagonism; higher % means a stronger effect; inhibition, % at 10 µM; hits with a dose series show IC50 in µM; 290,000 compounds, 0.13% hits;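 active = spots per cell inhibited over 60%, with over 100 cells counted and total cytoplasm intensity under 500,000; inconclusive = wells with under 100 cells, flagged as likely toxic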;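 also: U2OS cells stably carrying GPR55 and arrestin-GFP stimulated by 5 µM LPI near EC80; imaged beta-arrestin-GFP aggregate spots per cell after agonist stimulation; plate controls were LPI-stimulated DMSO wells for no effect and DMSO wells without LPI for full effect; some results filed as inactive read as strong as hits; confirmed hits need IC50 under 10 µM and bright autofluorescent wells are also inconclusive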
GPR35 antagonists = GPR35 antagonists blocking zaprinast-driven arrestin recruitment, primary screen, imaging, U2OS, beta-arrestin-GFP, zaprinast agonist (AID 2058) | U2OS GPR35 beta-arrestin-GFP translocation imaging, zaprinast antagonism; higher % means a stronger effect | inhibition, % at 10 µM, or IC50 in µM where a hit was titrated | 290,000 compounds, 0.052% hits;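 active = inhibition of at least 50% with at least 30 cells and total cytoplasm GFP at most 10,000,000; inconclusive = under 30 cells or total GFP of 10,000,000 plus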
GPR55 beta-arrestin = selective activators of receptor GPR55 – imaging, U2OS cells, beta-arrestin-GFP redistribution, primary screen (AID 1961); U2OS GPR55 beta-arrestin-GFP redistribution imaging; higher % means a stronger effect; one-dose activation, % at 10 µM; EC50 in µM for titrated hits; 290,000 compounds, 0.048% hits;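 active = activation above 40% with more than 50 cells counted in the well; inconclusive = wells holding fewer than 50 cells, flagged as toxic or sparse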;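 also: U2OS osteosarcoma cells stably expressing GPR55 and beta-arrestin-GFP; plate controls were DMSO negative control for no effect and LPI positive control for full effect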
KOR beta-arrestin-2 = KOR agonists, beta-arrestin recruitment, primary screen, cell-based, luminescence, uHTS (AID 1777) | KOR beta-arrestin recruitment, luminescence; higher % means a stronger effect | activation, % at 10 µM; hits with a dose series show EC50 in µM | 280,000 compounds, 0.02% hits; in the data active = activation above about 50%, passing the limit was not always enough; also: a part of the inactive calls stands beside numbers as strong as those of hits
Active calls of the source: *; ? = inconclusive; . = no result given; [ ] = remark or other dose. Only part of the results is shown. The share of hits here may be higher or lower than overall.

SMILES	Siah-1 displacement	AID2073	KOR beta-arrestin-1	HIV peptide binding	NOD1 inhibition	GPR55 LPI antagonism	GPR35 antagonists	GPR55 beta-arrestin	KOR beta-arrestin-2
CC(C)N(Cc1nnc(-c2ccccc2Cl)o1)C(=O)c1cccc(C#N)c1	2%	6%	2%	-0.7%	-5%	-1%	14%	-0.2%	-1.6%
Nc1ncc(-n2cncn2)c(-c2ccccc2)n1	8%	12%	14%	1.2%	-5%	7%	-3%	0.1%	-1.6%
CCOC(=O)C1CCCN(Cc2c(F)cccc2Cl)C1 (configuration not stated)	6%	-6%	8%	0.0%	-12%	13%	4%	-0.2%	-3.1%
O=C(CCCC(=O)N(CC(=O)NC1CCCCC1)Cc1ccc2c(c1)OCO2)Nc1ccccn1	0%	-2%	20%	2.0%	-9%	13%	-8%	-0.2%	-0.2%
CCCCOc1ccc(CC(=O)NCC(=O)O)cc1	-1%	1%	-37%	-1.7%	21%	3%	14%	-0.1%	4.5%
COC(=O)C1=C(C)Nc2[nH]c(=S)[nH]c(=O)c2C1c1ccc(O)cc1 (configuration not stated)	2%	-7%	-3%	-0.8%	-4%	4%	19%	-0.2%	.
Cc1ccc(CNC(=O)CNC(=O)c2ccc(Br)o2)cc1	6%	0%	8%	-0.1%	-34%	15%	-3%	0.0%	6.9%
O=C(CC(NC(=O)OCc1ccccc1)C(=O)O)OCc1ccccc1 (configuration not stated)	18%	-6%	-17%	0.0%	-12%	9%	3%	-0.5%	-4.4%
O=C(Cc1cccc2ccccc12)Nc1ccc2oc(-c3ccccc3)nc2c1	-1%	11%	-7%	-1.5%	-109%	-1%	18%	-0.2%	-3.9%
Brc1ccc(-c2nnc3ccc(N4CCN(c5ccccc5)CC4)nn23)cc1	5%	7%	3%	-0.1%	-69%	0%	2%	0.3%	-2.0%
COc1cccc(NC(=O)c2csc3c2CCCC3)c1	4%	-10%	-35%[20 µM]	1.4%	-51%	5%	3%	-0.1%	-8.2%
CC(/C=C/C1(O)C(C)CC(O)CC1(C)C)OC1OC(CO)C(O)C(O)C1O (configuration not stated)	-4%	5%	12%	2.9%	0%	-6%	26%	0.0%	0.9%
COc1ccc(CNS(=O)(=O)NCc2ccc(OC)c(OC)c2)cc1OC	0%	-1%	23%	-2.0%	-46%	5%	-2%	-0.5%	-3.1%
CC1=NN(/C(=N\c2nnc(C)s2)Nc2ccc(C)cc2)[C@H](c2ccc(C)cc2)S1	-3%	3%	6%	1.7%	-39%	7%	6%	0.0%	4.7%
Cc1sc2nc(SCC(=O)N(CCO)CCO)nc(N)c2c1C	-2%	-29%	6%	-1.2%	-15%	-2%	-4%	0.9%	-2.7%
CCC(=O)N(CCN1CCOCC1)Cc1cc2cc3c(cc2nc1Cl)OCO3	13%	10%	-21%[20 µM]	-1.0%	-25%	-6%	9%	-0.1%	.
CCN1CCN(C(C)CCc2ccccc2)CC1 (configuration not stated)	4%	-1%	-47%[20 µM]	-1.0%	-21%	16%	11%	-0.4%	2.4%
NC(=O)[C@H]1CC2(CC(c3cccc(NC(=O)COc4ccc(Cl)cc4)c3)=NO2)CN1C(=O)c1ccc(Cl)cc1 (some centres not stated)	0%	28%	-42%	2.5%	14%	4%	-12%	-0.1%	5.9%
CC(=O)Nc1cccc(OCCCNC(=O)c2cccc3ccccc23)c1	-2%	-13%	-4%	-1.6%	-10%	2%	-4%	0.0%	5.7%
CSc1ccc(C#N)cc1NC(=O)c1cccc(Cl)c1	2%	-1%	-4%	0.2%	9%	10%	10%	-0.1%	0.1%
COc1ccc(NC(=O)C2CCN(S(=O)(=O)c3cccnc3)CC2)cc1Cl	6%	5%	14%	4.0%	-24%	9%	6%	0.3%	-2.7%
Cn1nc(-c2ccc3c(c2)OCCO3)c2ccccc2c1=O	9%	9%	0%	0.0%	9%	-5%	7%	-0.3%	0.2%
COc1ccc(S(=O)(=O)N2CCOCC2)cc1NC(=O)CSc1ccccc1	9%	8%	-6%	2.7%	-17%	-8%	4%	0.2%	-1.8%
CC(=O)c1cccc(NC(=O)c2ccccc2OCc2ccc(F)cc2)c1	6%	29%	-16%	1.3%	5%	-1%	3%	-0.2%	-0.6%
CC(=O)Nc1ccc(C(=O)N/C(=C/c2ccccc2)C(=O)NCc2ccco2)cc1	-1%	10%	-55%	2.7%	-5%	-1%	10%	-0.1%	4.5%
O=C(CSc1nnc(-c2ccc(F)cc2)c2ccccc12)Nc1ccccc1Cl	0%	8%	24%	-1.9%	-21%	-9%	4%	-0.1%	1.0%
O=C(c1csc2ccccc12)N1CCN(c2ccccn2)CC1	-1%	8%	-5%	1.3%	8%	-3%	-10%	0.0%	-0.5%
Cc1ccc(C(=O)NC(c2ccccc2)C(Cl)Cl)cc1 (configuration not stated)	-2%	5%	6%	2.9%	-28%	-1%	-4%	-0.1%	-0.4%
CCC(=O)NN1CCN(c2ccncc2S(=O)(=O)N2CCCCC2)CC1	8%	8%	-4%	1.5%	-28%	8%	-3%	-0.1%	-2.6%
COc1ccc(N(CC(=O)N/N=C/c2ccc(OC3CSC3)cc2)S(=O)(=O)c2ccccc2)cc1	-2%	-3%	10%	0.0%	-11%	-16%	-10%	-0.2%	-2.5%
COc1ccc2[nH]cc(CCN3C(=O)c4ccc(C(=O)O)cc4C3=O)c2c1	4%	14%	-27%	1.5%	-12%	2%	-4%	0.0%	1.1%
C(=N/Nc1nccs1)/c1cccnc1	-4%	24%	11%	1.5%	-24%	0%	0%	1.1%	-1.0%
COc1ccc(CNc2oc(COc3ccccc3)nc2C#N)cc1	2%	9%	-25%	-1.1%	-9%	-5%	-3%	0.7%	7.4%
CC(=O)N1CCN(CC(C)(C)NS(=O)(=O)c2ccc(C)cc2)CC1	2%	3%	-31%	0.2%	-7%	2%	1%	-0.1%	3.4%
Cc1cc(C)nc(NC(=O)c2cccs2)n1	3%	5%	28%	-1.4%	-10%	3%	6%	0.0%	0.5%
CCn1cc(/C=C(\NC(=O)c2ccc(C)cc2)C(=O)NCCCN2CCOCC2)c2ccccc21	-3%	-2%	-1%	0.5%	-6%	-2%	6%	-0.2%	3.4%
Cc1c(C(c2ccccc2Br)c2c(C)n(C)n(-c3ccccc3)c2=O)c(=O)n(-c2ccccc2)n1C	-2%	5%	-22%	-1.4%	37%	13%	2%	-0.2%	-2.6%
CCCCOCCCNC(=O)CC(C)c1ccccc1 (configuration not stated)	-9%	5%	-11%	1.5%	-7%	-17%	-15%	-0.4%	1.0%
COc1ccc(-c2cc(C(F)(F)F)nc(N3CCOCC3)n2)cc1	1%	6%	-43%	-0.6%	20%	10%	8%	0.5%	1.5%
COc1ccccc1-c1cc(C(=O)N2CCCc3ccccc32)no1	8%	0%	0%	0.2%	16%	-1%	2%	-0.3%	-1.7%
CNc1nc2[nH]c(=O)c3c(c2s1)OC(N)=C(C#N)C3c1ccccc1 (configuration not stated)	12%	29%	4%	38%	-1%	11%	-1%	0.2%	4.1%
COc1ccc(OCCNC(=O)C(Cc2c[nH]c3ccccc23)NC(C)=O)cc1 (configuration not stated)	3%	-10%	9%	-1.3%	-9%	-3%	7%	-0.1%	-0.6%
CC(=O)c1cccc(NC(=O)Cc2coc3cc4c(cc23)CCC4)c1	4%	30%	-10%	2.0%	16%	28%	13%	-0.3%	0.1%
CNC(=S)N(Cc1ccc(OC)cc1)Cc1cc2ccc(C)cc2[nH]c1=O	16%	-9%	-23%[20 µM]	-0.1%	-32%	-1%	13%	0.0%	.
Cc1ccc(S(=O)(=O)N(CC(=O)NC2CCCC2)c2cccc(C)c2)cc1	-4%	1%	-48%	-0.3%	-8%	-7%	7%	0.5%	2.7%
Cc1cc(=O)oc(C)c1C(=O)OCC(=O)c1ccc(Br)cc1	-2%	-3%	-30%	4.0%	-27%	3%	12%	0.6%	18%
C[n+]1cccc2ccc3c(c21)OC(N)=C(C#N)C3c1ccccc1 (configuration not stated)	-2%	-13%	-20%	-3.5%	-8%	0%	14%	0.3%	11%
O=C(COc1ccc2c3c(c(=O)oc2c1)CCC3)NCCCN1CCCC1=O	5%	8%	-8%	-0.3%	-38%	7%	-1%	-0.1%	-3.0%
Cc1nc(C#N)c(N/N=C/c2cccc(Cl)c2)o1	-3%	0%	4%	-0.2%	-45%	16%	3%	4.9%	1.2%
Cc1c(Cl)cccc1NC(=O)NCc1cccnc1	-5%	6%	6%	-1.3%	-39%	-2%	-7%	0.2%	0.9%

Laid out differently: entries from further up
| mol | Siah-1 displacement | AID2073 | KOR beta-arrestin-1 | HIV peptide binding | NOD1 inhibition | GPR55 LPI antagonism | GPR35 antagonists | GPR55 beta-arrestin | KOR beta-arrestin-2 |
| --- | --- | --- | --- | --- | --- | --- | --- | --- | --- |
| CNC(=S)N(Cc1ccc(OC)cc1)Cc1cc2ccc(C)cc2[nH]c1=O | 16% | -9% | -23%[20 µM] | -0.1% | -32% | -1% | 13% | 0.0% | . |
| Cc1c(Cl)cccc1NC(=O)NCc1cccnc1 | -5% | 6% | 6% | -1.3% | -39% | -2% | -7% | 0.2% | 0.9% |

New compounds follow
SMILES	Siah-1 displacement	AID2073	KOR beta-arrestin-1	HIV peptide binding	NOD1 inhibition	GPR55 LPI antagonism	GPR35 antagonists	GPR55 beta-arrestin	KOR beta-arrestin-2
Cc1cc(C)nc(NC(=S)Nc2cccc(F)c2)c1	-2%	6%	-11%	-1.2%	1%	3%	7%	1.0%	3.4%
Cc1ccc(CCN2C(=O)CCC2(C)C(=O)NC2CCCC2)cc1 (configuration not stated)	-1%	?	2%	1.5%	-40%	-2%	-8%	-0.2%	0.9%
CCn1c(C)cc(/C=C2\NC(=O)N(CC(=O)Nc3ccc(F)cc3)C2=O)c1C	-2%	-2%	-25%[20 µM]	-2.7%	24%	5%	24%	0.2%	1.6%
COc1ccc(OC)c(C2C(C(C)=O)=C(O)C(=O)N2Cc2cccnc2)c1 (configuration not stated)	0%	-6%	-3%	-0.9%	9%	12%	6%	-0.2%	-1.7%
CCCNC(=O)c1ccc(COc2cccc3ccccc23)o1	0%	4%	-42%	4.6%	37%	6%	5%	-0.3%	-0.8%
Cc1c(C)c(C)c2[nH]c(=S)[nH]c2c1C	24%	-6%	4%	1.6%	-4%	12%	7%	-0.1%	5.1%

Copied from the list.
COc1ccc(OC)c(C2C(C(C)=O)=C(O)C(=O)N2Cc2cccnc2)c1 (configuration not stated) | Siah-1 displacement = 0%
Cc1c(C)c(C)c2[nH]c(=S)[nH]c2c1C | NOD1 inhibition = -4%
CCCNC(=O)c1ccc(COc2cccc3ccccc23)o1 | KOR beta-arrestin-1 = -42%
Cc1ccc(CCN2C(=O)CCC2(C)C(=O)NC2CCCC2)cc1 (configuration not stated) | HIV peptide binding = 1.5%
CCn1c(C)cc(/C=C2\NC(=O)N(CC(=O)Nc3ccc(F)cc3)C2=O)c1C | HIV peptide binding = -2.7%

Screens from PubChem.
